Compound activity (PubChem BioAssay)
NCI-60 one-dose screen, 48 h, at 10 µM unless noted. Numbers give growth in % (100 = growth as untreated, 0 = no growth, -100 = all killed).
BT-549 = BT-549 breast cancer; AID 1794793; actives 4.4% (n = 78,000)
SK-MEL-2 = SK-MEL-2 melanoma | actives 4.7% (n = 77,000) | AID 1794763
MALME-3M = MALME-3M melanoma; actives 5.8% (n = 78,000)
UACC-62 = UACC-62 melanoma; actives 5.4% (n = 81,000)
UACC-257 = UACC-257 melanoma | actives 4.4% (n = 78,000) | AID 1794764
LOX IMVI = LOX IMVI melanoma. actives 7.4% (n = 79,000). AID 1794757
HS 578T = HS 578T breast cancer; actives 4.1% (n = 78,000)
T-47D = T-47D breast cancer; actives 5% (n = 79,000)
* = called active by the depositor; x = no result given; & = joins results of further samples; [ ] = another dose, or the depositor's remark. The calls were made as follows: active = growth percent below 10; inactive = the rest.

SMILES	BT-549	SK-MEL-2	MALME-3M	UACC-62	UACC-257	LOX IMVI	HS 578T	T-47D
COc1ccc(S(=O)(=O)n2ccc(-c3ccc(OC(C)C)cc3)n2)cc1	x	x	107	64	99	94	95	72
CCOC(=S)SCc1cc(=O)oc2ccc(OC)cc12	95	100	113	100	93	82	104	62
Clc1ccc(/C=N/Nc2nnc(-c3ccncc3)o2)cc1	91	102	105	94	106	94	102	101
CC1=NN(c2ccc(S(=O)(=O)O)cc2)C(=O)C1	110&107	100	95&113	106&101	103	91&105	90&112	88&104
O=c1[nH]c2ccccc2cc1CSc1cccc(Nc2nccc(-c3ccc4ccccc4c3)n2)c1	85	98	92	95	99	87	105	61
CC(C)[C@H](NC(=O)[C@H](CC(=O)O)NC(=O)[C@H](CCCCN)NC(=O)[C@@H](N)CCCN=C(N)N)C(=O)N[C@@H](Cc1ccc(O)cc1)C(=O)O	100	120	107	97	102	x	105	104
COc1ccc2oc(=O)cc(C3C(C#N)=C(N)Oc4cc(O)ccc43)c2c1 (configuration not stated)	108	98	102	99	102	97	104	88
CN(C)c1ccc(/C=C/c2nc(=O)c3ccccc3o2)cc1	97	117	114	105	108	98	90	100
CS(=O)c1nccc(-c2c(-c3ccc(F)c(OCCc4ccc(F)cc4)c3)nc3sccn23)n1 (configuration not stated)	93	x	56	86	-0.2*	20	89	-42*
Cc1nc2ccc(Cl)cc2c(=O)[nH]1	99	98	99	101	102	93	96	108
CSc1ccc(NC(=O)Nc2ccc(C(=O)NCC(=O)O)cc2)cc1	115	108	166	104	104	99	122	99
Nc1nc2c(ncn2C2CC(O)C(CO)O2)c(=O)[nH]1 (configuration not stated)	89	80	96	104	85	86	113	68

2 entries drawn at random from the list so far:
SMILES	BT-549	SK-MEL-2	MALME-3M	UACC-62	UACC-257	LOX IMVI	HS 578T	T-47D
CN(C)c1ccc(/C=C/c2nc(=O)c3ccccc3o2)cc1	97	117	114	105	108	98	90	100
COc1ccc(S(=O)(=O)n2ccc(-c3ccc(OC(C)C)cc3)n2)cc1	x	x	107	64	99	94	95	72

Other structures:
SMILES	BT-549	SK-MEL-2	MALME-3M	UACC-62	UACC-257	LOX IMVI	HS 578T	T-47D
COc1cc2c(cc1OC)C(Sc1ccc(Cl)cc1)c1c(nc(N)c(C#N)c1N)O2 (configuration not stated)	1.7*	-21*	-29*	-24*	23	-89*	31	-3.7*
COc1ccc(NC(=O)Nc2ccc(OCc3ccc(F)cc3)cc2)cc1	85	97	62	83	86	27	29	85
O=S(=O)(NCCCNc1nccc(-c2c(-c3cccc(F)c3)nc3sccn23)n1)c1cccc(F)c1	33	48	63	6.4*	51	39	64	-2.3*
COc1ccc(/C=C(\C#N)n2nnc3cc(F)c(F)cc32)c(OC)c1OC	71	79	93	59	64	x	66	x
O=C(/C=C/c1coc(-c2ccccc2)n1)c1ccc(F)cc1	90	84	100	87	95	72	107	40
CCN1C2=C(SC(=S)C1=C1SC(C(=O)c3ccccc3)=C(C(=O)c3ccccc3)S1)SC(=Nc1ccccc1)C2=O	75	88	124	65	x	26	72	71
COc1cc2nc(Nc3cccc(C(=O)O)c3)nc(N)c2cc1OC	x	x	111	90	98	96	93	105
COc1cc(O)c2c(c1O)C(=O)c1cc(C)ncc1C2=O	101	119	62	106	102	102	111	93
COc1ccc(Nc2n[nH]c(Cc3ccccc3)n2)cc1	98	100	92	x	99	98	97	86
COc1ccc(CC(=O)O)cc1OC	100&120	111&107	87	99	92	94&104	100&106	112&112
O=C(O)c1cc(N=Nc2ccc(-c3ccc(N=Nc4ccc(O)c(N=Nc5ccc(S(=O)(=O)O)c6ccccc56)c4O)cc3)cc2)ccc1O	100	95	94	95	105	97	96	91
O=c1oc(C(F)(F)F)nc2ccc(Cl)cc12	113	133	98	98	109	99	106	106
COc1ccc(/C=C/C(=O)CCC(=O)O)cc1OC	109	97	102	110	105	100	105	93
CCCCCCc1cn(C(C)c2ccc(OC)c(OC3CCCC3)c2)nn1 (configuration not stated)	85	80	64	71	89	88	102	61
Cn1cc(C2=C(c3coc4ccc(F)cc34)C(=O)NC2=O)c2ccccc21	69	87	113	61	96	80	53	63
CCN(CC)C(=O)c1ccccc1-c1ccccc1C(=O)O	98	100	91	103	92	94	108	102
CC1(c2ccc[n+](Cc3ccccc3)c2)OCCO1	108	103	95	104	115	90	111	108
c1ccc(-c2ccc(-c3nnc(-c4ccccc4)o3)cc2)cc1	94	102	96	100	x	106	109	83
O=C1Nc2ccc3c(c2/C1=C\c1cc2c(cc1Br)OCO2)OCO3	28	42	-5.4*	44	58	-29*	-15*	x
COC(=O)c1c(C)c(C)cc(C)c1C	95	122	114	107	87	99	97	x
CC(=O)SC1CC(=O)C=C2CCC3C4CCC(=O)OC4(C)CCC3C21C (configuration not stated)	92	106	195	x	100	98	114	122
NC(N)=Nc1ccc(Oc2ccnc(Nc3ccc(Cl)c(C(F)(F)F)c3)n2)cc1	101	105	100	73	96	11	79	43
O=C(C[n+]1ccc(-c2ccncc2)cc1)c1ccc(O)c(O)c1	113	115	99	95	108	102	107	109
O=C(NN=C1CCCCCC1)c1ccc(NC(=O)c2ccccn2)cc1	88	93	102	49	100	54	92	85
CC(C(=O)O)n1c(O)c(C=Nc2cccnc2)sc1=S (configuration not stated)	89	114	99	89	103	101	75	81
CCOCC(O)c1ccccc1 (configuration not stated)	x	122	107	94	103	97	107	118
N#CCCOCNC(=O)NCOCCC#N	98	x	107	111	93	98	104	108
Cc1cc(O)c(/C=N/C(=S)Nc2ccc(S(N)(=O)=O)cc2)c(=O)o1	105	99	100	98	111	93	105	84
Cc1cc2cc3ccc(N(C)C)cc3nc2cc1N	21	-20*	-6.0*	-28*	-1.2*	-54*	-32*	-9.4*
CCN(CC)C(=O)c1c(-[n+]2noc(=O)[nH]2)no[n+]1[O-]	108	104	101	95	98	99	102	108
CC[C@H](Nc1nc(N)nc(N)c1Cl)c1nc2cccc(NCc3ccc(C(=O)NO)cc3)c2c(=O)n1-c1ccccc1	37	72	20	-57*	-0.1*	-86*	21	6.8*
COc1ccc(NC(=O)/C=C\C(=O)O)cc1OC	106	x	107	103	98	97	111	107
Cc1cc(S(=O)(=O)O)ccc1Cl	124	x	106	98	x	100	153	100
COc1ccc(C2CC(c3ccc(Nc4nc(Nc5ccc(F)cc5)nc(Nc5ccc(F)cc5)n4)cc3)=NN2C(C)=O)cc1 (configuration not stated)	96	72	78	103	111	103	111	70
Clc1ccc(NCc2cn(Cc3nc4ccccc4[nH]3)nn2)cc1	77	90	77	83	90	91	77	94
O=S(=O)(C/C=C/CS(=O)(=O)c1ccccc1)c1ccccc1	102	108	123	104	100	97	106	104

Six compounds from above, reduced to BT-549 and UACC-62:
smiles	BT-549	UACC-62
COc1ccc(CC(=O)O)cc1OC	100&120	99
CC(C(=O)O)n1c(O)c(C=Nc2cccnc2)sc1=S (configuration not stated)	89	89
COc1ccc(/C=C/C(=O)CCC(=O)O)cc1OC	109	110
CSc1ccc(NC(=O)Nc2ccc(C(=O)NCC(=O)O)cc2)cc1	115	104
c1ccc(-c2ccc(-c3nnc(-c4ccccc4)o3)cc2)cc1	94	100
CC(C)[C@H](NC(=O)[C@H](CC(=O)O)NC(=O)[C@H](CCCCN)NC(=O)[C@@H](N)CCCN=C(N)N)C(=O)N[C@@H](Cc1ccc(O)cc1)C(=O)O	100	97

The list goes on.
SMILES	BT-549	SK-MEL-2	MALME-3M	UACC-62	UACC-257	LOX IMVI	HS 578T	T-47D
CCOC(=O)c1c(NC(=O)c2ccc(C(F)(F)F)cc2)sc2c(CN(C)C)c(O)ccc12	118	116	118	97	117	91	108	90
NS(=O)(=O)Oc1ccc(NC(=O)C2CCCCCC2)cc1	104	106	102	100	100	99	108	91
O=C(Oc1c(Cl)c(Cl)c(Cl)c(Cl)c1Cl)c1ccc(Cl)cc1Cl	94	87	87	x	60	91	94	72
CCOC(=O)c1cc(-c2cccnc2)nc2c(Cl)cc(Cl)cc12	109	x	124	96	120	98	95	85
O=C1/C(=C/c2cccc([N+](=O)[O-])c2)COc2ccc(O)cc21	63	91	77	59	97	-81*	34	46
CC(=O)c1cc2c(cc1C)C(C)(C)CC(C)C2(C)C (configuration not stated)	87	98	94	106	77	91	104	78
O=C(Nc1sc2c(c1C(=O)O)CCCC2)c1ccc(F)cc1	104	x	107	70	109	103	108	96
CC1=CC(=O)/C(=C/N2C(=S)NC(=O)/C2=C/c2cccc([N+](=O)[O-])c2)C(=O)O1	95	96	x	96	91	100	103	95
O=C1/C(=C/c2ccccc2)CCc2nc3ccccc3c(/C=C/c3ccc(F)cc3)c21	x	90	114	80	85	85	105	64
O=C1NCCN1/N=C/c1c(Cl)nc2sccn12	95	98	104	86	95	92	107	97
Cc1ccc2c(c1)nc(C)n2-c1ncnc2c1CC(C)c1cc(O)ccc1N2C (configuration not stated)	41	21	49	39	18	43	35	34
CCCCCC(=O)Oc1ccc(/C(=C(\C)c2ccc(OC)cc2)c2ccc(OCCN3CCCCC3)cc2)cc1	73	65	64	6.9*	8.7*	34	65	35
C/C(=C(/c1ccc(O)cc1)c1ccc(OCCN2CCCCCC2)cc1)c1ccccc1	61	x	2.8*	57	-27*	5.4*	44	20
CC(=O)CC(c1ccccc1)c1c(-c2ccccc2)[nH]c2ccccc12 (configuration not stated)	79	95	96	70	97	95	87	76
CC(=O)OCC(=O)[C@@]1(O)CC[C@H]2[C@@H]3C[C@H](C)C4=CC(=O)C=C[C@]4(C)[C@H]3[C@@H](O)C[C@@]21C	71	96	106	103	99	94	133	96
COC(=O)C1([N+](=O)[O-])CC(c2ccc(Cl)cc2)ON(c2ccccc2)C1c1ccc(C)cc1 (configuration not stated)	107	95	90	72	x	82	94	71
COc1ccc2c(OCc3nnc4ccc(-c5ccccc5)nn34)ccnc2c1	102[2.5 µM]	x	98[2.5 µM]	108[2.5 µM]	120[2.5 µM]	2.5*[2.5 µM]	x	71[2.5 µM]
COc1ccc(-c2nc(S(=O)(=O)c3ccc(C)cc3)c(S(C)(=O)=O)o2)cc1	-13*	-62*	-95*	-58*	-85*	-89*	8.3*	-76*
Cn1c(N)c(N=Nc2ccc(S(=O)(=O)Nc3nccs3)cc2)c(=O)n(C)c1=O	98	92	87	106	96	89	106	-10*
O=C(O)c1cn(C2CC2)c2cc(N3CCN(Cn4nc(-c5ccc6ccccc6c5)oc4=S)CC3)c(F)cc2c1=O	105	109	99	97	87	98	99	x
N=C(N)c1ccc(-c2ccc(-c3ccc(Cl)c(Cl)c3)s2)nc1	87	102	61	81	88	-89*	68	56
CCN(CC)Cc1cc(C=C2C(=O)NC(=O)NC2=O)cc(OC)c1O	112	x	103	98	110	103	104	99
Cc1[nH]c(-c2nc3ccccc3[nH]2)c(C)c1C(=O)n1ccnc1	99	102	88	87	94	99	99	80
c1ccc(CCN(CCc2ccccc2)CCN(CCc2ccccc2)CCc2ccccc2)cc1	93	80	86	x	x	65	96	66
O=C1Nc2ccccc2S(=O)(=O)N1c1cccnc1Cl	92	107	95	98	99	102	100	96
CCCn1c(=O)c2c(nc(NCCc3ccc(O)c(O)c3)n2C)n(C)c1=O	101	102	105	97	100	x	97	x
NNC(=O)c1cnccn1	105	139	101	105	x	95	108	90
CCCn1c(=S)sc2c(N3CCN(C)CC3)nc(C)nc21	96	103	110	89	111	94	124	87
Cn1cc(-c2cc(N)n3nc(-c4cn(C)c5ncc(Br)cc45)cc3n2)c2cc(Br)cnc21	35	39	-67*	-82*	60	-100*	55	-4.1*
COc1cc(C2CCN(Cc3ccccc3)CCO2)cc(OC)c1OC (configuration not stated)	109	103	120	99	115	86	104	97
N#CN=C(N)c1ccccc1	83	91	91	94	94	100	105	102
COc1cc(C2CC(c3ccc(N)cc3)=NN2c2ccccc2)cc(OC)c1OC (configuration not stated)	86	x	90	65	80	x	85	61
COc1cc2oc(-c3cccc(NC(=O)c4cc(NC(=O)[C@H](C)NC(=O)OC(C)(C)C)ccc4C)c3)cc(=O)c2c(OC)c1OC	85	x	92	75	118	54	38	28
COc1cccc(N2CCN(c3cccc(C)n3)CC2)c1	105	94	102	95	98	103	100	115
O=C1CCCc2nc3ccccc3c(/C=C/c3ccccc3)c21	x	96	135	82	107	95	93	73
COc1ccc(Cn2c(=O)[nH]c(=O)n(Cc3ccc(Cl)cc3)c2=O)cc1	95	121	117	93	x	99	119	95
NCC(=O)NC(CC(=O)O)C(=O)O (configuration not stated)	102	111	98	91	97	103	99	x
COc1ccc(C(=O)c2sc3nc(-c4cc(OC)ccc4OC)cc(-c4ccccc4)c3c2N)cc1	86	91	94	95	92	98	118	64
N#Cc1cc(-c2nc3ccccc3s2)c(=O)n(NS(=O)(=O)c2ccccc2)c1N	98	104	112	97	111	99	101	95
Cc1cc(N)nc(N)n1	97	94	71	103	90	103	135	109
Nc1ccc(Cl)c(N)c1	x	x	109	78	103	86	73	89
Cc1ccc([N+]2=NOC(=O)C2S(=O)(=O)Nc2nc(-c3ccc(Cl)cc3Cl)cs2)cc1 (configuration not stated)	85	104	96	92	101	90	99	89
O=C(NNc1nc2cc(F)ccc2n2c(CN3CCOCC3)ccc12)c1ccccc1	26	35	8.1*	-4.3*	-6.5*	-40*	58	12
Nc1ccc(O)c(-c2nn3c(CCC(=O)c4nc5ccccc5[nH]4)nnc3s2)c1	92	91	97	104	92	101	x	83

Among those listed so far, these contain a thiophene ring, fused or not.
SMILES	BT-549	SK-MEL-2	MALME-3M	UACC-62	UACC-257	LOX IMVI	HS 578T	T-47D
CCOC(=O)c1c(NC(=O)c2ccc(C(F)(F)F)cc2)sc2c(CN(C)C)c(O)ccc12	118	116	118	97	117	91	108	90
O=C(Nc1sc2c(c1C(=O)O)CCCC2)c1ccc(F)cc1	104	x	107	70	109	103	108	96
N=C(N)c1ccc(-c2ccc(-c3ccc(Cl)c(Cl)c3)s2)nc1	87	102	61	81	88	-89*	68	56
COc1ccc(C(=O)c2sc3nc(-c4cc(OC)ccc4OC)cc(-c4ccccc4)c3c2N)cc1	86	91	94	95	92	98	118	64
